Assay outcomes deposited in PubChem by NCI.
All columns: NCI-60 one-dose screen, growth in % after 48 h at 10 µM unless noted; 100 = growth as untreated, 0 = no growth, -100 = all killed.
NCI/ADR-RES = NCI/ADR-RES ovarian cells. hit rate 4.4% among 81,000. AID 1794790
IGROV1 = IGROV1 ovarian cancer | hit rate 4.7% among 79,000 | AID 1794786
NCI-H522 = NCI-H522 lung cancer; hit rate 8% among 78,000
SK-OV-3 = SK-OV-3 ovarian cancer cells | hit rate 3.2% among 80,000 | AID 1794785
NCI-H23 = NCI-H23 lung cancer; hit rate 4% among 80,000
NCI-H460 = NCI-H460 lung cancer | hit rate 6.8% among 82,000 | AID 1794736
NCI-H226 = NCI-H226 lung cancer | hit rate 3.5% among 79,000
NCI-H322M = NCI-H322M lung cancer. AID 1794733. hit rate 2.7% among 80,000
COLO 205 = COLO 205 colon cancer. hit rate 7.3% among 79,000
An asterisk follows results filed as active; x = no result given; & = joins results of further samples. How the source made its calls: active means growth percent below 10; inactive means the rest.

Results follow in this order: NCI/ADR-RES	IGROV1	NCI-H522	SK-OV-3	NCI-H23	NCI-H460	NCI-H226	NCI-H322M	COLO 205
> COc1ccc(/C(C)=N/N=C2C(=O)N(Cc3ccccc3)c3ccc(Cl)cc32)cc1S(N)(=O)=O
 : 70	90	62	95	84	85	68	89	122
> Cc1cc(O)c(C(C)C)cc1S(=O)(=O)O
 : 112&110&107	97&114&134	79	100&109&107	108&103&100	112&110&110	104&105&111	85&101&118	104&112&120
> CCN1CCN(C(=S)SC(SC(=S)N2CCN(CC)CC2)C(=O)c2nnn(-c3ccc(Cl)cc3)c2C)CC1
 : 100	94	92	104	94	98	90	104	99
> O=C1O/C(=C\c2ccccc2)c2c(Br)c(Br)c(Br)c(Br)c21
 : 100	70	90	89	103	119	96	109	95
> Nc1nc2ncc(CNc3ccc(C(=O)N[C@@H](CCC(=O)O)C(=O)O)cc3)nc2c(=O)[nH]1
 : 106	101	95	106	107	113	98	96	104
> CCOC(=O)c1sc(NCC(=O)Nc2ccc(Br)cc2)c(C(=O)OCC)c1C
 : 96	92	76	x	85	97	105	98	108
> O=C(Nc1ccccn1)C(O)c1ccccc1 (centres undefined)
 : 102	103	119	112	100	107	104	113	115
> CCn1c2ccc(Br)cc2c2c3c(c4c5ccccc5ccc4c21)C(=O)N(C(=O)OC(C)(C)C)C3=O
 : 89	92	56	99	87	93	93	79	119
> COc1cc([N+](=O)[O-])ccc1NC1CCC(=O)N1 (centres undefined)
 : 96	97	94	113	94	112	105	100	125
> Oc1ccc(C(c2ccc(O)cc2)c2ccc(Cl)cn2)cc1
 : -36*	29	58	87	-4.6*	103	-31*	-19*	4.9*
> CC1=C(c2cc(-c3ccc(N(C)C)cc3)c(C#N)c(=O)[nH]2)C(c2ccccc2)NC(=S)N1 (centres undefined)
 : 107	104	93	110	103	106	103	96	118
> O=C(O)CC/C(=N\Nc1ccc([N+](=O)[O-])cc1[N+](=O)[O-])C(=O)O
 : 108	98	98	106	106	109	96	102	104
> FC(F)(F)c1ccc(CNc2ccc(Cc3c[nH]c4ncc(Cl)cc34)cn2)cn1
 : 13	41	9.4*	16	24	45	9.0*	33	-72*
> COc1cc(/C=N/Nc2ccc(C)cc2)cc(OC)c1OC
 : 104	102	93	120	101	106	93	96	113
> O=C(Cn1cc(CN2C(=O)c3ccccc3S2(=O)=O)nn1)Nc1cccc(Cl)c1
 : 93	108	94	79	97	111	117	99	114

New compounds follow.
Results follow in this order: NCI/ADR-RES	IGROV1	NCI-H522	SK-OV-3	NCI-H23	NCI-H460	NCI-H226	NCI-H322M	COLO 205
> COc1cc(C2=N/C(=C\c3cc4cc(Oc5ccccc5)ccc4nc3OC)C(=O)N2)cc(OC)c1OC
 : 98	97	81	88	94	97	96	92	111
> Cc1ccc(C(=O)NCCNc2nccc(-n3ccc4cccnc43)n2)cc1
 : 102	104	103	108	106	109	96	104	113
> O=C1OC2(OC(=O)c3ccccc32)Oc2ccc(F)cc21 (centres undefined)
 : 102	99	100	119	97	104	106	87	112
> CCN(CC)CCCC(C)Nc1c2ccc(Cl)cc2nc2cc(OC)c(OC)cc12 (centres undefined)
 : 29	24	15	40	21	-32*	32	0.4*	-34*
> O=C(CN1C(=O)C(=O)O/C1=C/c1ccccc1)OCc1ccccc1
 : 107	108	97	106	106	108	100	101	115
> O=[N+]([O-])c1csc2ccccc12
 : 103	93	93	102	103	111	103	106	106
> COc1ccc(CCNc2nc3c(c(=O)n(Cc4ccccc4)c(=O)n3C)n2C)cc1OC
 : 93	87	94	100	96	103	89	94	104
> CCOC(=O)C(Cc1ccccc1)n1c(O)c(C=Nc2ccc(F)cc2)sc1=S (centres undefined)
 : 84	75	74	98	77	95	89	76	81
> COc1ccc(C(c2cc(OC)c(OC)c(OC)c2)N2CCN(Cc3ccccc3)CC2)cc1 (centres undefined)
 : 62	63	52	66	89	74	85	65	62
> CC(C)(C)Nc1nc2c(OCCc3ccccc3)cccn2c1-c1cccc(Oc2ccccc2)c1
 : 7.9*	34	-26*	-1.8*	11	8.1*	15	16	-94*
> CCOC(=O)c1cccc(NC2=C(Br)C(=O)C(C)=C(C)C2=O)c1
 : 99	101	98	102	91	103	92	93	114
> COc1nc2c(c(=O)[nH]1)C(c1cc3ccccc3[nH]c1=O)C1=C(CC(C)(C)CC1=O)N2 (centres undefined)
 : 104	104	74	102	98	108	95	91	111
> O=C(NCCNc1nccc(-c2c(-c3ccc(F)cc3)nc3sccn23)n1)Nc1cccc(C(F)(F)F)c1
 : 34	42	x	66	66	38	54	82	50
> Cn1ccc2cc(-c3ccc(C4CC4)o3)ccc21
 : 100	93	99	98	94	99	94	97	103
> O=C(O)CCCCC1CCCCC1
 : 106	112	x	106	105	113	102	98	124

The list continues:
Results follow in this order: NCI/ADR-RES	IGROV1	NCI-H522	SK-OV-3	NCI-H23	NCI-H460	NCI-H226	NCI-H322M	COLO 205
> COC(=O)N[C@@H](C)CNc1nccc(-c2sc(C(C)(C)C)nc2-c2cccc(NS(=O)(=O)c3c(F)cccc3F)c2F)n1
 : 90	56	79	92	40	96	100	75	16
> CC(=O)O[C@@H]1C2CCC3C(CC[C@@]4(C)C3CC[C@@H]4C(C)N(C)C)[C@@]2(C)CC[C@@H]1NC(=O)C=C(C)C (some centres undefined)
 : 38	38	66	65	34	-49*	65	13	-83*
> N#Cc1ccc(-c2ccc(-c3cccs3)s2)nc1
 : 97	89	x	94	99	85	101	84	107
> COc1ccc(C(=O)c2ccc(C)cc2)c(OC)c1OC
 : 45	72	82	79	83	87	90	111	71
> Nc1ccc(-c2cc(-c3ccccn3)n(C=O)n2)cc1
 : 104	99	110	100	97	99	102	111	104
> Cc1c(/C=C2\Oc3ccc4ccccc4c3C2=O)c(=O)n(-c2ccccc2)n1C
 : 74	99	91	113	96	104	98	88	120
> Cc1ccccc1-n1c(C)nc2ccc(N3CCCNC3=O)cc2c1=O
 : 96	107	97	113	101	110	104	103	105
> Cc1ccccc1NC(=O)c1sc2nc3c(cc2c1N)CN(CCc1ccccc1)CC3
 : 82	96	77	102	87	74	86	82	97
> CCOC(=O)c1c(NC(=O)c2ccccc2)sc2c(O)c(CN(CC)CC)ccc12
 : x	22	-45*	-15*	2.4*	4.0*	-22*	51	-75*
> CCCCCC1CCCCN1C(=O)OCC (centres undefined)
 : 111	104	98	98	106	108	122	112	101
> CC(=O)N=C1N(/C=C2\C(=O)Oc3ccccc3C2=O)C(=O)/C(=C/c2cccc([N+](=O)[O-])c2)N1C
 : 100	103	93	94	95	108	104	100	102
> CNC(=O)c1ccccc1O
 : 102	104	91	104	102	109	104	101	95
> Clc1ccc(COc2ccc(Nc3ncnc4sc5c(c34)CCCC5)cc2Cl)cc1
 : 100	92	69	86	98	95	101	92	104
> COC(=O)C(N)CC(C)C (centres undefined)
 : 106	115	x	111	107	108	97	106	114
> CCCCNc1ccc2c3c(cccc13)C(=O)N(c1cccc(-c3nn(-c4ccccc4)cc3-c3nc4ccccc4s3)c1)C2=O
 : 98	98	99	126	93	110	83	104	109

Next section.
Results follow in this order: NCI/ADR-RES	IGROV1	NCI-H522	SK-OV-3	NCI-H23	NCI-H460	NCI-H226	NCI-H322M	COLO 205
> O=C(Nc1ccncc1)c1noc2ccccc12
 : 102	107	82	99	98	100	96	95	118
> CCC(/C(=N\Nc1c(Cl)cc(Cl)cc1Cl)c1ccccc1)n1ccnc1C (centres undefined)
 : 69	58	67	79	74	85	64	69	72
> Cc1nnc2c3ccccc3c(=O)c3ccccc3n12
 : 93	100	x	104	92	107	87	100	114
> CC(C)C(C(=O)N(C)CC(O)c1ccc(O)cc1)N1C(=O)/C(=C/c2ccc(Br)cc2)SC1=S (centres undefined)
 : 95	95	80	116	96	101	100	97	113
> CCCn1c(=O)c(CCc2ccccc2)nc2c1c(=O)[nH]c(=O)n2Cc1ccccc1
 : 109	109	102	105	113	107	x	103	127
> Cc1nc(Nc2ccc(S(=O)(=O)Nc3cc(C)on3)cc2)c2ccccc2n1
 : 107	97	86	93	107	112	100	104	116
> N#Cc1c(Oc2ccccc2)nc2n(c1=O)-c1ccccc1Sc1ccccc1-2
 : 99	86	74	92	95	107	93	96	104
> c1ccc2c([C@H]3CCCCCCCC[C@@H](c4c[nH]c5ccccc45)c4c3[nH]c3ccccc43)c[nH]c2c1
 : 78	58	57	85	74	66	84	79	83
> O=C(O)/C=C\c1cc2c(cc1[N+](=O)[O-])OCO2
 : 102	108	82	111	99	104	96	92	120
> CCOC(=O)C(N)Cc1c[nH]c2ccccc12 (centres undefined)
 : 109	99	70	88	107	107	91	112	103
> CCOC(=O)C1CC(=O)c2ccccc2C1c1ccccc1 (centres undefined)
 : 97	110	87	112	94	112	97	97	127
> Cn1c2c(cc(S(=O)(=O)c3ccccc3)c1=O)CCc1c-2cnn1-c1ccccc1Cl
 : 113	107	-72*	89	x	106	117	x	113
> CC(C)Cc1ccc(C(C)C(=O)OCc2ccc(Cn3c(=O)sn(-c4ccc(Cl)cc4)c3=O)cc2)cc1 (centres undefined)
 : 97	103	85	100	101	103	93	95	105
> O=C(O)CCCc1cccc2ccccc12
 : 95	119	x	103	94	103	101	112	110
> CC(=O)C1CCC2C3CC(F)C4=CC(=O)CCC4(C)C3C(O)CC12C (centres undefined)
 : 95	97	86	84	104	103	86	91	104

Continued.
Results follow in this order: NCI/ADR-RES	IGROV1	NCI-H522	SK-OV-3	NCI-H23	NCI-H460	NCI-H226	NCI-H322M	COLO 205
> N#Cc1c(NC(=O)c2cccc(Br)c2)sc2c1CCCC2
 : 77	67	76	85	91	75	90	79	94
> O=C(C[C@]1(O)C(=O)Nc2ccccc21)c1cccc(C(F)(F)F)c1
 : 95	68	87	76	92	97	86	84	90
> Cc1cc(=O)oc2cc(OCCn3cc(COC(=O)/C=C/c4cn(-c5ccccc5)nc4-c4ccc(Cl)cc4)nn3)ccc12
 : 90	98	86	79	76	107	114	95	113
> C=C(C)[C@@H]1CC[C@]2(CN)CC[C@]3(C)[C@H](CC[C@@H]4[C@@]5(C)CCCNC(C)(C)[C@@H]5CC[C@]43C)[C@@H]12
 : -52*	-82*	-31*	86	10	-78*	54	-43*	-71*
